# NSD2 inh = inhibitors of human NSD2 methyltransferase; O96028; NSD2-SET H3K36me1 DELFIA fluorescence, biochemical; inhibition, % at 12.5 µM; 0.07% of 44,000 active; in the data active means inhibition above about 54%, passing the limit was not always enough;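 further: inhibitors reduce the monomethyl H3K36 fluorescence signal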
# Target sequence (O96028 whole entry, looked up): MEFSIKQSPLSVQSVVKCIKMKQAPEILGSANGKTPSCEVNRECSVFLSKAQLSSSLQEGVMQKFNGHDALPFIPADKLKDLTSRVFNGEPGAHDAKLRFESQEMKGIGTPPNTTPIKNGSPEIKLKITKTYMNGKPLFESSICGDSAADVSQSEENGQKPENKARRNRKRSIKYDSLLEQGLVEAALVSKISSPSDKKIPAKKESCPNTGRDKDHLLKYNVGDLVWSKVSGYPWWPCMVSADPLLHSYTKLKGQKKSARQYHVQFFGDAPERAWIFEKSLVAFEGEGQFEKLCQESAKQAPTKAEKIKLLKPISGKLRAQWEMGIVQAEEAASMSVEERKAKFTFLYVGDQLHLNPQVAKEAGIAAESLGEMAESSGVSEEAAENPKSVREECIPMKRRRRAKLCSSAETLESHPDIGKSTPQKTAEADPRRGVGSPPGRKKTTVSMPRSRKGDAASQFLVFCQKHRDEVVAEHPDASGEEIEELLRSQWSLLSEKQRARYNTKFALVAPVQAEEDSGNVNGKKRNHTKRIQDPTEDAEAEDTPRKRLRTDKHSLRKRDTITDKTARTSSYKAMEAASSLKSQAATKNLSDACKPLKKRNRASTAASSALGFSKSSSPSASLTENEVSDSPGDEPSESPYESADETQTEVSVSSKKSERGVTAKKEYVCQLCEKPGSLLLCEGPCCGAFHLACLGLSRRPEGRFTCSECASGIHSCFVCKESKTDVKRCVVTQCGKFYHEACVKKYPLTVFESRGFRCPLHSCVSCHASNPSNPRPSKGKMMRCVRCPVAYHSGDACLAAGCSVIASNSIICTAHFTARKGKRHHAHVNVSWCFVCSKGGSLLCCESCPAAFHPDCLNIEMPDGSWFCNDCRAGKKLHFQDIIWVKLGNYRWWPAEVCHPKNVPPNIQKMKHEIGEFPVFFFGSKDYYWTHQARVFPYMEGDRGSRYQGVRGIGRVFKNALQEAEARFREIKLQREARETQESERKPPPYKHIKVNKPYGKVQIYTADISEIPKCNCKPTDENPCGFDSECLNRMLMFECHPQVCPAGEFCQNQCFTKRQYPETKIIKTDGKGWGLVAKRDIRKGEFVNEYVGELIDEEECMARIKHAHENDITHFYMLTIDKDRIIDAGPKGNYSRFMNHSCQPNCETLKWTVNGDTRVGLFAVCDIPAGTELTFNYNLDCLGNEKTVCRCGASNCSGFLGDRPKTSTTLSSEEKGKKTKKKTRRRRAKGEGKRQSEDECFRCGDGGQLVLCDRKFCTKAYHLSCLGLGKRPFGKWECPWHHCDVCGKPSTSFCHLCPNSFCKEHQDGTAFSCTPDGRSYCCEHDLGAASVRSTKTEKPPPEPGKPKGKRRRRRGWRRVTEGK
# Numbers without * were called inactive. Only part of the results is shown; rates above refer to the full screens.
compound	NSD2 inh
COc1ccccc1-c1cnc2c(c1)C(=O)N([C@@H](C)CO)C[C@@H](C)[C@H](CN(C)Cc1ccccc1)O2	2
COc1cccc(NC(=O)N(C)C[C@H]2Oc3ncc(C#Cc4ccncc4)cc3C(=O)N([C@H](C)CO)C[C@H]2C)c1	9
C[C@H](CO)N1C[C@H](C)[C@H](CN(C)Cc2ccc(C(F)(F)F)cc2)Oc2ccc(NS(C)(=O)=O)cc2CC1=O	0
C[C@@H]1CN([C@H](C)CO)C(=O)Cc2cc(NC(=O)Nc3ccc(C(F)(F)F)cc3)ccc2O[C@H]1CN(C)Cc1ccc(Oc2ccccc2)cc1	6
CC(C)CC#Cc1cnc2c(c1)C(=O)N([C@H](C)CO)C[C@H](C)[C@@H](CN(C)C(=O)NC1CCCC1)O2	1
C[C@H](CO)N1C[C@H](C)[C@H](CN(C)S(=O)(=O)c2ccccc2)OCCCC[C@H](C)Oc2ccc(NC(=O)Cc3ccccc3)cc2C1=O	8
Cc1ccc(-c2ccc3c(c2)O[C@H](CN(C)Cc2ccc(F)cc2)[C@H](C)CN([C@H](C)CO)S3(=O)=O)cc1	5
Cc1ccc(S(=O)(=O)Nc2ccc3c(c2)CC(=O)N([C@@H](C)CO)C[C@H](C)[C@H](CN(C)C(=O)Nc2ccc(C(F)(F)F)cc2)O3)cc1	2
COc1ccc(NC(=O)Nc2ccc3c(c2)CC(=O)N([C@H](C)CO)C[C@@H](C)[C@@H](CN(C)Cc2ccc(Cl)c(Cl)c2)O3)cc1	-3
C[C@H]1CN([C@@H](C)CO)C(=O)c2cc(-c3ccccc3F)cnc2O[C@H]1CN(C)Cc1cccc(C(=O)O)c1	-1
CC1OC(OCC2(C)C=C3C4CCC5C6(C)CCC(O)C(C)(COC7OC(CO)C(O)C(O)C7O)C6CCC5(C)C4(C)CCC3(C(=O)O)CC2)C(O)C(O)C1O (configuration not stated)	-4
COc1cc(Br)c(CN(CCc2ccc(O)cc2)C(=O)C(F)(F)F)cc1O	-8

# New compounds follow
compound	NSD2 inh
CC(C)NC(=O)N(C)C[C@H]1Oc2ccc(NC(=O)c3ccncc3)cc2C(=O)N([C@@H](C)CO)C[C@@H]1C	4
Brc1cc(Br)c2ncc(-c3ccc4ccccc4n3)cc2c1	-5
CN(C)CC(=O)Nc1ccc2c(c1)[C@H]1C[C@@H](CC(=O)N(C)C)O[C@H](CO)[C@H]1O2	-2
C[C@@H]1CN([C@@H](C)CO)C(=O)c2cc(NC(=O)Nc3ccc(C(F)(F)F)cc3)ccc2O[C@@H]1CN(C)Cc1ccc(Oc2ccccc2)cc1	-3
COc1ccc(CN(C)C[C@@H]2Oc3ccc(NC(=O)Nc4ccc(C(F)(F)F)cc4)cc3CC(=O)N([C@@H](C)CO)C[C@@H]2C)cc1	-7
CC(=O)N(C)C[C@H]1Oc2cc(Br)ccc2S(=O)(=O)N([C@H](C)CO)C[C@H]1C	1
C[C@@H]1CN([C@@H](C)CO)C(=O)c2cc(NC(=O)NC3CCCCC3)ccc2O[C@@H](C)CCCCO[C@H]1CN(C)Cc1ccc(Cl)c(Cl)c1	-5
CNC[C@H]1Oc2ccc(NS(=O)(=O)c3ccc(Cl)cc3)cc2C(=O)N([C@H](C)CO)C[C@@H]1C	0
O=C(CCCCCCC(=O)Nc1ccccc1O)NN=C1CCCCCC1	7
COc1ccc2c(c1)O[C@@H]1COc3cc4c(cc3[C@]1(O)C2=O)OCO4	3
C[C@@H]1CN([C@H](C)CO)S(=O)(=O)c2ccc(-c3cncnc3)cc2O[C@H]1CN(C)C(=O)NC1CCCC1	2
C[C@@H]1CN([C@H](C)CO)C(=O)c2cccc(NC(=O)c3ccncc3)c2O[C@@H]1CN(C)C(=O)Nc1ccc(F)cc1	3

# Next structures:
compound	NSD2 inh
CC(C)NC(=O)Nc1cccc2c1O[C@@H](CN(C)S(=O)(=O)c1cccs1)[C@@H](C)CN([C@@H](C)CO)C2=O	5
C[C@@H]1CN([C@@H](C)CO)C(=O)c2cc(NC(=O)Nc3ccc4c(c3)OCO4)ccc2O[C@@H](C)CCCCO[C@@H]1CN(C)Cc1ccc2c(c1)OCO2	3
Cc1noc(C)c1S(=O)(=O)Nc1ccc2c(c1)CC(=O)N([C@H](C)CO)C[C@@H](C)[C@@H](CN(C)C(=O)Nc1ccc(C(F)(F)F)cc1)O2	-3
C[C@@H]1CN([C@H](C)CO)C(=O)c2cc(NC(=O)CCCCCC(=O)Nc3ccccc3N)ccc2O[C@@H](C)CCCCO[C@@H]1CN(C)C(=O)C1CCCCC1	-1
O=C(N[C@@H]1C=C[C@H](CC(=O)N2CCOCC2)O[C@H]1CO)c1ccc2c(c1)OCO2	7
C[C@@H]1CN([C@H](C)CO)S(=O)(=O)c2ccc(C#CC3CC3)cc2O[C@H]1CN(C)C(=O)c1cccc(F)c1	6
C[C@@H]1CN([C@H](C)CO)C(=O)CCCn2cc(nn2)CO[C@H]1CN(C)C(=O)c1ccc2ccn(C)c2c1	5
C[C@H](CO)N1C[C@H](C)[C@@H](CN(C)C(=O)NC2CCCCC2)OCCCC[C@H](C)Oc2ccc(NC(=O)C3CCCCC3)cc2C1=O	0
COC(=O)C[C@H]1C[C@H]2c3cc(NC(=O)c4ccc5c(c4)OCO5)ccc3O[C@H]2[C@H](CO)O1	-4
C[C@H]1CN([C@@H](C)CO)C(=O)c2cccc(NS(C)(=O)=O)c2O[C@H]1CN(C)CC1CC1	7
Cc1ccc(S(=O)(=O)Nc2ccc3c(c2)C(=O)N([C@H](C)CO)C[C@H](C)[C@H](CN(C)C(=O)Nc2cccc4ccccc24)O3)cc1	-2
C[C@@H]1CCCCO[C@H](CN(C)S(=O)(=O)c2ccccc2)[C@@H](C)CN([C@@H](C)CO)C(=O)c2cc(NC(=O)c3ccncc3)ccc2O1	4

# (more compounds)
compound	NSD2 inh
Cc1noc(C)c1S(=O)(=O)Nc1cccc2c1O[C@@H](CN(C)Cc1ccncc1)[C@@H](C)CN([C@H](C)CO)C2=O	8
C[C@@H]1CN([C@@H](C)CO)C(=O)c2cc(NC(=O)c3ccncc3)ccc2O[C@@H]1CN(C)S(=O)(=O)c1ccccc1	-27
C[C@@H]1CN([C@H](C)CO)C(=O)CCCn2cc(nn2)CO[C@@H]1CN(C)Cc1cccc(C(F)(F)F)c1	1
COc1ccc(S(=O)(=O)Nc2ccc3c(c2)C(=O)N([C@@H](C)CO)C[C@@H](C)[C@H](CN(C)C(=O)Nc2ccc(F)cc2)O3)cc1	4
CC1=CC(C/C(C)=C/COc2ccc3ccc(=O)oc3c2)OC1=O (configuration not stated)	9
COC(=O)C[C@@H]1C=C[C@H](NC(=O)Nc2ccc(C(F)(F)F)cc2)[C@@H](CO)O1	4
CC(C)NC(=O)Nc1ccc2c(c1)C(=O)N([C@H](C)CO)C[C@@H](C)[C@@H](CN(C)Cc1ccncc1)OCCCC[C@H](C)O2	-3
CCCNC(=O)C[C@H]1C[C@@H]2c3cc(NC(=O)CC4CC4)ccc3O[C@@H]2[C@@H](CO)O1	3
C[C@@H]1CCCCO[C@H](CN(C)CC2CCCCC2)[C@H](C)CN([C@H](C)CO)C(=O)c2cc(NC(=O)Nc3ccc(C(F)(F)F)cc3)ccc2O1	8
C[C@H](CO)N1C[C@H](C)[C@@H](CN(C)Cc2ccc(Oc3ccccc3)cc2)Oc2ccc(NC(=O)Nc3ccc(F)cc3)cc2C1=O	-5
C[C@@H]1CN([C@H](C)CO)C(=O)c2cccc(NS(=O)(=O)c3ccc(Cl)cc3)c2O[C@@H]1CN(C)C(=O)Nc1cccc2ccccc12	-3
Cc1ccc(S(=O)(=O)N(C)C[C@@H]2Oc3ccc(NC(=O)Nc4ccc(F)cc4)cc3CC(=O)N([C@H](C)CO)C[C@H]2C)cc1	0

# Ordered by length of the SMILES (smallest number first): 3 of the compounds above
compound	NSD2 inh
CCCNC(=O)C[C@H]1C[C@@H]2c3cc(NC(=O)CC4CC4)ccc3O[C@@H]2[C@@H](CO)O1	3
Cc1noc(C)c1S(=O)(=O)Nc1cccc2c1O[C@@H](CN(C)Cc1ccncc1)[C@@H](C)CN([C@H](C)CO)C2=O	8
CC(C)NC(=O)Nc1ccc2c(c1)C(=O)N([C@H](C)CO)C[C@@H](C)[C@@H](CN(C)Cc1ccncc1)OCCCC[C@H](C)O2	-3

# More compounds follow.
compound	NSD2 inh
C[C@H]1CN([C@@H](C)CO)C(=O)c2cc(-c3ccc(F)cc3)cnc2O[C@@H]1CN(C)C(=O)C1CCC1	-5
C[C@@H]1CN([C@H](C)CO)C(=O)c2cc(-c3cccnc3)cnc2O[C@@H]1CN(C)C(=O)c1ccccc1F	0
C[C@H](CO)N1C[C@H](C)[C@H](CN(C)C(=O)C2CCC2)Oc2cc(C#CC(C)(C)O)ccc2S1(=O)=O	5
C[C@H](CO)N1C[C@H](C)[C@@H](CN(C)S(C)(=O)=O)Oc2cc(C#Cc3ccccc3)ccc2S1(=O)=O	-2
CNC[C@@H]1Oc2cc(C#Cc3ccccc3OC)ccc2S(=O)(=O)N([C@@H](C)CO)C[C@H]1C	11
C[C@@H]1CCCCO[C@@H](CN(C)Cc2ccc(Cl)c(Cl)c2)[C@H](C)CN([C@H](C)CO)C(=O)c2cc(N(C)C)ccc2O1	-4
COc1ccc(S(=O)(=O)N(C)C[C@H]2OCCCC[C@H](C)Oc3ccc(NS(C)(=O)=O)cc3C(=O)N([C@@H](C)CO)C[C@H]2C)cc1	-5
CCN1CCN(c2c(Cl)cccc2NC(=O)COc2ccc(OC)cc2)CC1	0
C[C@@H]1CN([C@@H](C)CO)C(=O)c2cccc(NC(=O)c3ccncc3)c2O[C@@H]1CN(C)S(C)(=O)=O	7
C[C@@H]1CCCCO[C@@H](CN(C)S(=O)(=O)c2cn(C)cn2)[C@H](C)CN([C@@H](C)CO)C(=O)c2cc(NC(=O)CCC(F)(F)F)ccc2O1	0
COc1cccc(-c2ccc3c(c2)O[C@H](CN(C)C(=O)c2ccccc2F)[C@H](C)CN([C@@H](C)CO)S3(=O)=O)c1	4
CC(C)(C)c1cc(O)c(C(C)(C)C)cc1O	-5

# Remaining list, next part.
compound	NSD2 inh
C[C@H]1CCCCO[C@H](CN(C)Cc2ccc(Cl)c(Cl)c2)[C@@H](C)CN([C@@H](C)CO)C(=O)c2cc(NS(=O)(=O)c3ccccc3)ccc2O1	-3
Cc1noc(C)c1NC(=O)Nc1ccc2c(c1)C(=O)N([C@@H](C)CO)C[C@H](C)[C@H](CN(C)C(=O)Nc1ccc(C(F)(F)F)cc1)O2	2
Cc1noc(C)c1NC(=O)Nc1ccc2c(c1)C(=O)N([C@@H](C)CO)C[C@H](C)[C@@H](CN(C)S(=O)(=O)c1ccccc1)O2	2
CC(C)C#Cc1cnc2c(c1)C(=O)N([C@@H](C)CO)C[C@@H](C)[C@@H](CN(C)C(=O)c1cccnc1)O2	9
C[C@@H]1CCCCO[C@H](CN(C)S(=O)(=O)c2ccc(Cl)cc2)[C@H](C)CN([C@@H](C)CO)C(=O)c2cc(NS(=O)(=O)c3ccc(F)cc3)ccc2O1	-1
COc1ccc(CN(C)C[C@@H]2OCCCC[C@@H](C)Oc3ccc(NC(=O)NC4CCCCC4)cc3C(=O)N([C@H](C)CO)C[C@H]2C)cc1	2
C[C@H](NC(=O)C[C@H]1C[C@@H]2c3cc(NC(=O)C4CCOCC4)ccc3O[C@@H]2[C@@H](CO)O1)c1ccccc1	-2
COc1cc(/C(C)=C/C(C)=C\C(=O)O)oc(=O)c1C	-1
COCC(=O)N(C)C[C@@H]1Oc2ncc(C#C[C@H](C)O)cc2C(=O)N([C@@H](C)CO)C[C@@H]1C	-4
C[C@H]1CN([C@@H](C)CO)C(=O)c2cc(NC(=O)Nc3ccc(C(F)(F)F)cc3)ccc2O[C@H]1CN(C)S(=O)(=O)c1ccc(F)cc1	-11
Cc1noc(C)c1NC(=O)Nc1ccc2c(c1)CC(=O)N([C@H](C)CO)C[C@H](C)[C@H](CN(C)C(=O)NC(C)C)O2	-3
S=C1NN(c2ccccc2)C2=C(CCC2)S1	6

# Further entries.
compound	NSD2 inh
C[C@@H]1CCCCO[C@@H](CN(C)C(=O)CCC(F)(F)F)[C@H](C)CN([C@@H](C)CO)C(=O)c2cc(NC(=O)Nc3ccccc3)ccc2O1	1
COc1ccc(C#Cc2ccc3c(c2)[C@]2(C(=O)N3)[C@H](c3ccccc3OCCO)N3[C@H](c4ccccc4)[C@H](c4ccccc4)OC(=O)[C@H]3[C@@H]2C(=O)NC[C@H](O)c2ccccc2)cc1	-2
C[C@H](CO)N1C[C@H](C)[C@@H](CN(C)Cc2ccncc2)Oc2c(NC(=O)CCCCCC(=O)Nc3ccccc3N)cccc2C1=O	4
CNC[C@@H]1OCCCC[C@H](C)Oc2ccc(N(C)C)cc2C(=O)N([C@@H](C)CO)C[C@@H]1C	-4
COCCOC(=O)N1C(=O)[C@@]2(c3ccccc31)[C@H](C(=O)N1CCc3cc(OC)c(OC)cc3C1)[C@H]1C(=O)O[C@H](c3ccccc3)[C@H](c3ccccc3)N1[C@@H]2c1ccc(O)cc1	2
C[C@@H]1CN([C@H](C)CO)C(=O)c2cc(NC(=O)CCN3CCOCC3)ccc2O[C@H]1CN(C)S(=O)(=O)c1ccc(F)cc1	2
C[C@@H]1CN([C@@H](C)CO)C(=O)c2cc(NC(=O)C3CC3)ccc2O[C@H]1CN(C)Cc1ccccc1	1
CNC[C@@H]1Oc2ccc(NC(=O)NC(C)C)cc2CC(=O)N([C@H](C)CO)C[C@@H]1C	1

# Sorted by value in NSD2 inh (lowest first): five from the list above.
compound	NSD2 inh
CNC[C@@H]1OCCCC[C@H](C)Oc2ccc(N(C)C)cc2C(=O)N([C@@H](C)CO)C[C@@H]1C	-4
COc1ccc(C#Cc2ccc3c(c2)[C@]2(C(=O)N3)[C@H](c3ccccc3OCCO)N3[C@H](c4ccccc4)[C@H](c4ccccc4)OC(=O)[C@H]3[C@@H]2C(=O)NC[C@H](O)c2ccccc2)cc1	-2
CNC[C@@H]1Oc2ccc(NC(=O)NC(C)C)cc2CC(=O)N([C@H](C)CO)C[C@@H]1C	1
C[C@@H]1CN([C@H](C)CO)C(=O)c2cc(NC(=O)CCN3CCOCC3)ccc2O[C@H]1CN(C)S(=O)(=O)c1ccc(F)cc1	2
C[C@H](CO)N1C[C@H](C)[C@@H](CN(C)Cc2ccncc2)Oc2c(NC(=O)CCCCCC(=O)Nc3ccccc3N)cccc2C1=O	4

# High-throughput results as filed in PubChem.
